Compound activity as filed in PubChem BioAssay.
TTR transcr act: TTR transcription activation, primary screen; AID 1117267; SH-SY5Y TTR promoter Gaussia luciferase, luminescence; 100% = recombinant luciferase protein wells; 1.3% of 92,000 active; activation, % at 16.7 µM;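 active = activation above the mean of all tested compounds plus 3 SD, cut at about 9.5% in these data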;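 note: cells exposed to compounds for one day before reading; 0% = median of all test compound wells on the plate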
Starred values were filed as active, the others as inactive. Not all compounds are listed, so the mix of outcomes need not match the whole.

| structure | TTR transcr act |
| --- | --- |
| CCOc1ccc(-n2c(SC(C)C)nc3c(c2=O)SCC3)cc1 | -1.3 |
| COc1ccccc1Oc1ccc2c(c1)C(=O)N(c1ccc(Br)c3cccnc13)C2=O | 0.0 |
| CN(C)c1ccc(CNC(=O)c2ccc(CNc3c(N4CCCCC4)c(=O)c3=O)cc2)cc1 | 1.3 |
| COc1ccc(C(=O)Oc2c(CN3CCOCC3)cc(Cl)c3cccnc23)cc1OC | -2.8 |
| CS(=O)(=O)Nc1ccc2c(c1)[C@H]1C[C@H](CC(=O)NCc3cccc(F)c3)O[C@@H](CO)[C@H]1O2 | 4.2 |
| CCOC(=O)[C@H]1[C@H]2COc3ccc(Cl)cc3[C@@H]2N2C(=O)c3cc(C)ccc3NC(=O)[C@@]12C | 0.1 |
| COc1cc(C(=O)NCC(=O)N/N=C/c2ccccn2)cc(OC)c1OC | -0.4 |
| CCOc1ccccc1NS(=O)(=O)c1cccs1 | 1.0 |
| Cc1ccc(/C=N/NC(=O)c2n[nH]c3c2CCCC3)cc1 | -2.4 |
| COc1ccc(C(=O)NC(=S)NNC(=O)c2cnccn2)cc1OC | 0.6 |
| CCc1c(C)nc2ncnn2c1Nc1ccccc1C | -0.7 |
| CC(C)CCNC(=O)CSc1nc2ccccc2s1 | -1.2 |

Compounds shown so far containing an aryl methoxy group:
| structure | TTR transcr act |
| --- | --- |
| COc1ccccc1Oc1ccc2c(c1)C(=O)N(c1ccc(Br)c3cccnc13)C2=O | 0.0 |
| COc1ccc(C(=O)Oc2c(CN3CCOCC3)cc(Cl)c3cccnc23)cc1OC | -2.8 |
| COc1cc(C(=O)NCC(=O)N/N=C/c2ccccn2)cc(OC)c1OC | -0.4 |
| COc1ccc(C(=O)NC(=S)NNC(=O)c2cnccn2)cc1OC | 0.6 |

More structures:
| structure | TTR transcr act |
| --- | --- |
| Cc1cc(/C=C2/NC(=O)N(c3ccccc3)C2=O)c(C)n1-c1cccnc1 | 1.4 |
| O=C(O)Cc1csc2ccccc12 | 11.8* |
| O=C(COc1ccc(Br)cc1)Nc1ccc(S(=O)(=O)Nc2ccccn2)cc1 | -1.1 |
| Cc1ccc(S(=O)(=O)N2CCCCC2)cc1NC(=O)Cn1ccsc1=N | -1.1 |
| COC(=O)CCN(C(=O)c1ccc(N2CCCC2)c([N+](=O)[O-])c1)c1ccccn1 | 0.3 |
| CCCn1c(SCc2ccon2)nc2ccccc2c1=O | 3.6 |
| CC1(C(=O)NC2CCCCCC2)CCN1C(=O)Cc1ccc(-c2ccccc2)cc1 (stereo not drawn) | -3.2 |
| Cc1ccc(C2C(C(=O)c3sc(C)nc3C)=C(O)C(=O)N2CCN(C)C)o1 (stereo not drawn) | 1.3 |
| CC(C)c1cc(CN2CCN(C3CCCC3)C(CCO)C2)[nH]n1 (stereo not drawn) | -0.3 |
| O=C(Cc1ccccc1)Nc1nonc1NC(=O)c1ccccc1 | 5.0 |
| CC(=O)Nc1ccc(S(=O)(=O)N2CCCc3ccccc32)cc1 | 1.1 |
| Cc1cccc(NC(=O)Cn2cnc(S(=O)(=O)N3CCCC3)c2)c1C | 0.1 |

The listing continues.
| structure | TTR transcr act |
| --- | --- |
| Brc1ccc(CNc2nc3ccccc3n2CCN2CCCCC2)cc1 | -2.5 |
| O=C(N/N=C/C=C\c1cccc([N+](=O)[O-])c1)c1cccnc1 | -1.6 |
| CN(C)C(=S)Nc1ccc(Br)cc1Cl | -0.9 |
| O=C(CN(C(=O)CCC(=O)Nc1ccccn1)c1ccc(F)cc1)NCc1ccco1 | 7.0 |
| CCCCCCOC(=O)Cc1c(C)nc(N)[nH]c1=O | -0.1 |
| Cc1ccc(Nc2nc3ccccc3c(=O)s2)cc1C | 8.8 |
| O=C(CCl)N=c1sccn1Cc1cccc2ccccc12 | -2.4 |
| CCCNC(=O)C1(C)CCN(Cc2noc(-c3ccccc3OC)n2)C1 (stereo not drawn) | -2.2 |
| CCC(=O)Oc1ccc(C(=O)Nc2ccccc2C(=O)NCC(C)C)cc1 | 1.1 |
| COc1cccc(NC(=O)c2ccc(NC(=O)C(C)(C)C)cc2)c1 | -1.1 |
| CC(=O)NC(C)(c1ccccc1)c1nc(-c2ccc(N(C)C)cc2)cs1 (stereo not drawn) | -2.0 |
| O=C(NCc1cccnc1)c1ccc(-c2cc3ccccc3oc2=O)cc1 | -4.2 |

Given with values ahead of the structure: 2 of the compounds above.
TTR transcr act,mol
-0.1,CCCCCCOC(=O)Cc1c(C)nc(N)[nH]c1=O
-2.4,O=C(CCl)N=c1sccn1Cc1cccc2ccccc12

New compounds follow.
| structure | TTR transcr act |
| --- | --- |
| O=C(O)CN1C(=O)SC(Nc2ccc(Cl)cc2)C1=O (stereo not drawn) | 4.1 |
| CC(=NNC(=O)c1ccncc1)c1cccc(Br)c1 | -0.1 |
| CCCNC(=O)C1(C)CCN(C(=O)c2cc(C)n(C(C)(C)C)n2)C1 (stereo not drawn) | 0.1 |
| O=C(NCc1nnc2c3ccccc3c(-c3ccccc3)nn12)c1ccccc1Cl | 13.8* |
| Cc1[nH][nH]c(=O)c1C=NCc1cccs1 | -1.5 |
| CCCOc1ccc(NC(N)=O)cc1OCCC | -0.6 |
| CCCC(=O)N1CCCC1(C)C(=O)N(C)Cc1cccc2ccccc12 (stereo not drawn) | -1.6 |
| O=C(COC(=O)/C=C/c1ccc(OC(F)F)cc1)NC1CCCCCCC1 | -1.1 |
| COc1ccc(-c2noc(CSc3nc4ccccc4c(=O)n3-c3ccccc3)n2)cc1OC | -0.2 |
| O=C(NCCCN1CCOCC1)c1onc(CSc2ccc(F)c(F)c2)c1C(=O)NCCCN1CCOCC1 | 1.7 |
| O=C(CCC(=O)NNC(=O)Nc1cccc(Cl)c1)NCc1ccccc1 | -0.4 |
| CCCCC1Cc2[nH]c(=S)[nH]c(=O)c2C(c2ccc(F)cc2)O1 (stereo not drawn) | 0.1 |

(listing goes on)
| structure | TTR transcr act |
| --- | --- |
| Cc1c(NC(=O)CN2CCN(c3ccccc3)CC2)c(=O)n(-c2ccccc2)n1C | -2.1 |
| CCOc1ccc(-n2c(=O)c3c4c(sc3n(CC(=O)NCC3CCCO3)c2=O)CCC4)cc1 (stereo not drawn) | -0.5 |
| Nc1cc2c(cc1Br)-c1ccc(F)cc1C2=O | 1.9 |
| O=C(c1ccccc1Cl)N1CCN(c2ccccn2)CC1 | -1.6 |
| Cc1ccc(N2C(=O)C(Cl)=C(NCCO)C2=O)c(C)c1 | 0.4 |
| Nc1nc(-c2ccccc2)c(CCCOc2ccc([N+](=O)[O-])cc2)c(=O)[nH]1 | 0.9 |
| O=C(CSc1nnc(SCc2ccccc2)s1)N/N=C/c1c[nH]c2ccccc12 | 2.6 |
| Cc1cc(NS(=O)(=O)c2ccc(NC(=O)CSc3nnc(-c4ccco4)n3C)cc2)nc(C)n1 | 5.0 |
| CCCC1CCC2(CC1)CCC2OC(=O)Nc1cc(C)cc(C)c1 (stereo not drawn) | 2.5 |
| C=C1C(=O)OC2C1CCC(C)=C1C(=O)C3OC3(C)C12 (stereo not drawn) | -6.5 |
| CCOC(=O)c1sc(S(C)=O)c2c1CCc1conc1-2 (stereo not drawn) | 0.0 |
| CN(Cc1ccccc1)C(=O)COC(=O)Cn1cnc2ccccc21 | -2.3 |

Reformatted: four of the compounds above.
Nc1nc(-c2ccccc2)c(CCCOc2ccc([N+](=O)[O-])cc2)c(=O)[nH]1
- TTR transcr act: 0.9
O=C(c1ccccc1Cl)N1CCN(c2ccccn2)CC1
- TTR transcr act: -1.6
Nc1cc2c(cc1Br)-c1ccc(F)cc1C2=O
- TTR transcr act: 1.9
Cc1cc(NS(=O)(=O)c2ccc(NC(=O)CSc3nnc(-c4ccco4)n3C)cc2)nc(C)n1
- TTR transcr act: 5.0

Continuation:
molecule | TTR transcr act
CCOC(=O)n1c(O)c(N=NC(N)=S)c2cc(C)ccc21 | 6.4
O=C(c1ccccc1)N1CCN(C(=S)NCc2ccco2)CC1 | -0.7
C=C1c2cc3c(cc2NC(=S)N1Cc1ccccc1)OCO3 | 0.0
CCOC(=O)CC[C@@]1(C(=O)OCC)C[C@@H](CC(=O)NCC23CC4CC(CC(C4)C2)C3)C(=O)N2CCCC=C21 | -0.5
O=C(N/N=C/c1ccc(O)cc1)/C(=C/c1ccccc1)CCO | -2.5
Cc1[nH]n(-c2ccccc2)c(=O)c1N=Nc1cccc([N+](=O)[O-])c1 | 0.5
Cc1cccc(C(C)C)c1NC(=O)C(C)OC(=O)Cc1n[nH]c(=O)c2ccccc12 (stereo not drawn) | 0.2
CC1CCCN(S(=O)(=O)c2ccc(NC(=O)c3cccc(-n4cnnn4)c3)cc2)C1 (stereo not drawn) | -1.6
COc1ccc(N2C(=NC(C)=O)SC3CS(=O)(=O)CC32)cc1OC (stereo not drawn) | 2.9
Nc1ccc(N2CCCCC2)c(Cl)c1 | 0.0
CCOc1ccc2c(c1)OC(c1ccccc1)(C(F)(F)F)NC2=O (stereo not drawn) | -0.9
CCOC(=O)[C@@]12CCCC3=C1N(CCC3)C(=O)[C@H]2CC(=O)NCc1cccc(C(F)(F)F)c1 | 1.9
COc1cc(NC(=O)C2CCN(S(=O)(=O)c3cccc4nonc34)CC2)cc(OC)c1 | 4.5
Cc1cccc(C)c1NC(=O)CCCSc1nnnn1C | -0.3
CCCCCN1CSC(=S)N(Cc2ccccc2)C1 | -1.1
COc1ccc(CC(=O)Nc2ccc(S(=O)(=O)N3CCC(C)CC3)cc2)c(OC)c1 | 0.5
O=[N+]([O-])c1cccc(/C=N/N=C\c2ccccc2)c1 | -0.9
CCOC(=O)C1=C(C)C(c2ccccc2OC)NC(=S)N1 (stereo not drawn) | -0.1
Cc1ccccc1NCC(=O)N/N=C/c1c[nH]c2ccccc12 | -2.4
COc1ccc(C(=O)N[C@H](C(=O)NCc2ccc(C)cc2)C(C)C)cc1 | -1.7
CC(=O)Oc1ccc(C(=O)Nc2cccnc2)cc1 | 0.7
COc1ccccc1Nc1nc(N)nc(CN2CCN(c3ccccc3F)CC2)n1 | -0.8
CC(NCc1cccc(S(=O)(=O)N(C)C)c1)c1ccc(F)cc1 (stereo not drawn) | -0.4
O=C(NNC1CC(=O)N(c2ccccc2)C1=O)c1ccccc1Cl (stereo not drawn) | 1.1
CCn1c2ccccc2c2cc(NC(C)=O)ccc21 | 6.1

Going on with the list:
molecule | TTR transcr act
Cc1cccc(NC(=S)/N=C(\N)Nc2nc(C)c3ccccc3n2)c1 | -3.7
CC(C)c1cc(-c2n[nH]c(=S)n2Cc2ccccc2)cs1 | 11.1*
COc1ccccc1NC(=S)N/N=C1\CC(C)(C)Oc2ccc(O)cc21 | 0.3
O=C(COc1ccc(Br)cc1F)Nc1nnc(C2CC2)s1 | -1.0
CC1=C(C(=O)NCCN2CCN(C)CC2)C2(CCC(C)CC2)OC1=O (stereo not drawn) | -0.2
O=C(NCc1cccs1)c1ccc(Cl)s1 | 0.3
COc1ccc(Cc2c(C3CCCCC3)nc3ccc(Cl)cn23)c(C)c1 | -1.2
N#Cc1c(-c2ccccc2)nc2n(c1=O)CCS2 | -2.0
CC(C)c1ccc(CN2CCC(C(=O)NCc3cccnc3)CC2)cc1 | -1.2
COc1cccc(NC(=O)COC(=O)CCCc2c[nH]c3ccccc23)c1 | -0.4
O=C(c1ccc(Br)o1)N1CCCc2ccccc21 | 0.5
COc1ccc(NC(=O)Nc2ccc3c(c2)C(=O)N([C@H](C)CO)C[C@H](C)[C@@H](CN(C)S(=O)(=O)c2ccc(F)cc2)O3)cc1 | -2.6
CCCn1c(=N)n(CC(O)c2ccc(C)cc2)c2ccccc21 (stereo not drawn) | 0.4
O=C(Nc1ccc(Cl)cc1)N1CCSC1=NCc1ccccc1 | -0.8
C(=N\Nc1nc2ccccc2[nH]1)/c1c[nH]c2ccccc12 | -6.8
CCCc1cc(=O)oc2cc(OCC(=O)NC(Cc3c[nH]c4ccc(O)cc34)C(=O)O)c(Cl)cc12 (stereo not drawn) | -1.5
CC(=O)c1sc(C(C)(C)C)cc1NC(=O)/C=C/C(=O)O | 0.5
O=C(Nc1cccc(C(=O)Nc2ccc(Br)cc2)c1)c1ccccc1 | 2.1
O=C(Cn1cnc2ccccc2c1=O)NCCC(=O)N1CCN(Cc2ccccc2)CC1 | -1.5
O=C(Nc1ccc(Cn2cccn2)cc1)c1ccc(COc2ccccc2Br)cc1 | -5.3
O=C(c1ccccc1Cl)N1N=C(c2cccs2)CC1c1cccc(O)c1 (stereo not drawn) | -3.0
CC(C)CC(NC(=O)OC(C)(C)C)C(=O)NCc1ccccc1 (stereo not drawn) | 1.4
CC(C)=N/N=C(\N)SCc1ccccc1 | -1.1
O=C(O)COc1ccccc1/C=N/NC(=O)CSc1nnc(SCc2cccc3ccccc23)s1 | -1.2
CCCCCC(=O)N1C[C@H](O)[C@@H](n2cc(C3CC3)nn2)C[C@@H]1c1ccc(Cl)cc1 | -0.5

Other entries follow:
molecule | TTR transcr act
CCOC(=O)C1(C)CCN1C(=O)c1cccc(C#N)c1 (stereo not drawn) | -0.3
Cc1ccc2c(CN3CCN(c4ccc(Cl)c(Cl)c4)CC3)cc(=O)oc2c1 | -0.7
COc1ccc2c(c1)N(C(=O)CN1C(=O)C3CCCCC3C1=O)C(C)(C)C=C2C (stereo not drawn) | 1.7
CC(C)(C)N(NC(=O)Nc1ccc(Cl)c(Cl)c1)C(=O)c1ccccc1 | -7.9
COc1ccc(S(=O)(=O)N(C)C)cc1NS(=O)(=O)c1ccc(F)c(F)c1F | -0.6
O=C(Nc1ccc2c(c1)OCO2)O[C@@H]1CC[C@@]23CCCN2C(=O)CCC[C@H]3C1 | 0.0
O=C(OCc1cccc([N+](=O)[O-])c1)c1cccnc1 | 0.3
c1ccc2c(c1)NC1(CCCCC1)n1c-2nc2ccccc21 | 2.0
CCC1(C)CC(CCN(Cc2ccco2)C(C)=O)(c2ccccc2)CCO1 (stereo not drawn) | 0.5
Fc1cccc(CSc2nc3ncc(Cl)cc3[nH]2)c1 | 0.1
Cc1ccc(Nc2nc(=O)[nH]nc2C)cc1 | 3.3
Cc1ccc(CN2CC(C(=O)NCCC3=CCCCC3)CC2=O)cc1 (stereo not drawn) | 2.5
CCCOc1ccc(N/C=C/C(=O)C(C)(C)C)cc1 | 2.8
COc1cc(/C=N\n2cnnc2)ccc1OCC(=O)Nc1ccc(C)cc1 | 0.9
Cc1nnc(NC(=O)CCC(=O)N2CCN(S(=O)(=O)c3cc([N+](=O)[O-])ccc3C)CC2)s1 | -0.7
COc1ccc(S(=O)(=O)N2CCCCC2)cc1N(C)S(=O)(=O)c1ccccc1 | -1.1
